Compound activity: PubChem, several laboratories
EBV LMP1 NFkB = inhibitors of Epstein-Barr LMP1-induced NF-kappaB reporter; LMP1-induced NF-kappaB luciferase reporter cells, luminescence; inhibition, % at 12.5 µM; 0.69% of 350,000 active; AID 504558; in the data active = inhibition above about 41%; inconclusive = no clear call, values can overlap the other calls;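 note: 0% = neutral control wells and 100% = reference inhibitor control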
NR5A2 inv ag = inverse agonists of human LRH-1 (NR5A2). inhibition, % at 3.6 µM. HEK293T StAR-luciferase reporter, LRH-1 transfected, 24 h. O00482. 0.13% of 360,000 active;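 active = inhibition above the mean inhibition of all tested compounds plus 3 SD, cut at about 73% in these data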;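 note: 0% = DMSO wells and 100% = reporter-only cells lacking LRH-1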
Shn3 3UTR inh = Schnurri-3 reporter inhibition in Clone20 osteoblasts | Clone20 osteoblast Shn3 3'UTR firefly luciferase, 24 h | inhibition, % at 12.5 µM | 0.52% of 360,000 active | AID 588674;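 active = mean inhibition of at least 75% with every replicate also reaching 75%; inconclusive = mean inhibition at least 75% but some replicate below; inactive = mean inhibition below 75%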;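 note: 0% = median of neutral control wells and 100% = pilot-screen positive control compound; some compounds past the cut are filed as inactive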
CF NFkB inh = blocks PAF-induced NF-kB reporter in cystic fibrosis cells; KKLEB NF-kB-GFP reporter, GFP fluorescence overnight; 0.86% of 360,000 active; AID 588850; inhibition, % at 5 µM;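 active = at least 50% inhibition at 5 µM, scaled per plate between neutral and stimulator controls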;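 note: PAF is a Pseudomonas aeruginosa culture filtrate used as stimulus; plate controls were PAF-stimulated DMSO wells for no effect and unstimulated DMSO wells for full effect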
NR2F2 inh = inhibitors of human COUP-TFII (NR2F2); P24468; HEK293T NGFI-A luciferase reporter, luminescence; 0.7% of 370,000 active; AID 686940; inhibition, % at 8.6 µM;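 active = inhibition above a per-plate cutoff, mean inhibition of test wells between control levels plus 3 SD, cut at about 38% in these data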;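 note: cells cotransfected with COUP-TFII expression vector driving the NGFI-A reporter; 0% = median of COUP-TF2 test wells and 100% = reporter-only cells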
KKLEB cytotox = reduces viability of KKLEB cystic fibrosis airway cells; KKLEB CF airway cells viability, ATPlite luminescence, overnight; stronger effect = lower value; cells stimulated with P. aeruginosa culture filtrate; activity change (cytotoxicity), % at 5 µM; 0.36% of 360,000 active;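 active = corrected activity change at or below -50% at 5 µM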
SRC3 inh = inhibitors of human steroid receptor coactivator 3 (SRC3); Q9Y6Q9; HEK293 GAL4-SRC3 luciferase reporter, luminescence; inhibition, % at 3.6 µM; 0.17% of 360,000 active;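 active = inhibition above a per-campaign cutoff, the mean of all compounds plus 3 SD, cut at about 60% in these data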;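 note: 0% = DMSO-treated cells and 100% = gossypol-treated cells at 36 µM; higher means less SRC3-driven luciferase light from the GAL4 reporter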
SRC1 inh = inhibitors of human steroid receptor coactivator 1 (SRC1); Q15788; HEK293 GAL4-SRC1 luciferase reporter, luminescence; inhibition, % at 3.6 µM; 0.12% of 360,000 active; AID 588354;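 active = inhibition above the campaign mean plus 3 SD, with each screening campaign given its own cutoff, cut at about 60% in these data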;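 note: 0% = DMSO treated cells and 100% = gossypol at 36 µM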
Target sequence (Q15788 whole entry, looked up, the tested form may be a part): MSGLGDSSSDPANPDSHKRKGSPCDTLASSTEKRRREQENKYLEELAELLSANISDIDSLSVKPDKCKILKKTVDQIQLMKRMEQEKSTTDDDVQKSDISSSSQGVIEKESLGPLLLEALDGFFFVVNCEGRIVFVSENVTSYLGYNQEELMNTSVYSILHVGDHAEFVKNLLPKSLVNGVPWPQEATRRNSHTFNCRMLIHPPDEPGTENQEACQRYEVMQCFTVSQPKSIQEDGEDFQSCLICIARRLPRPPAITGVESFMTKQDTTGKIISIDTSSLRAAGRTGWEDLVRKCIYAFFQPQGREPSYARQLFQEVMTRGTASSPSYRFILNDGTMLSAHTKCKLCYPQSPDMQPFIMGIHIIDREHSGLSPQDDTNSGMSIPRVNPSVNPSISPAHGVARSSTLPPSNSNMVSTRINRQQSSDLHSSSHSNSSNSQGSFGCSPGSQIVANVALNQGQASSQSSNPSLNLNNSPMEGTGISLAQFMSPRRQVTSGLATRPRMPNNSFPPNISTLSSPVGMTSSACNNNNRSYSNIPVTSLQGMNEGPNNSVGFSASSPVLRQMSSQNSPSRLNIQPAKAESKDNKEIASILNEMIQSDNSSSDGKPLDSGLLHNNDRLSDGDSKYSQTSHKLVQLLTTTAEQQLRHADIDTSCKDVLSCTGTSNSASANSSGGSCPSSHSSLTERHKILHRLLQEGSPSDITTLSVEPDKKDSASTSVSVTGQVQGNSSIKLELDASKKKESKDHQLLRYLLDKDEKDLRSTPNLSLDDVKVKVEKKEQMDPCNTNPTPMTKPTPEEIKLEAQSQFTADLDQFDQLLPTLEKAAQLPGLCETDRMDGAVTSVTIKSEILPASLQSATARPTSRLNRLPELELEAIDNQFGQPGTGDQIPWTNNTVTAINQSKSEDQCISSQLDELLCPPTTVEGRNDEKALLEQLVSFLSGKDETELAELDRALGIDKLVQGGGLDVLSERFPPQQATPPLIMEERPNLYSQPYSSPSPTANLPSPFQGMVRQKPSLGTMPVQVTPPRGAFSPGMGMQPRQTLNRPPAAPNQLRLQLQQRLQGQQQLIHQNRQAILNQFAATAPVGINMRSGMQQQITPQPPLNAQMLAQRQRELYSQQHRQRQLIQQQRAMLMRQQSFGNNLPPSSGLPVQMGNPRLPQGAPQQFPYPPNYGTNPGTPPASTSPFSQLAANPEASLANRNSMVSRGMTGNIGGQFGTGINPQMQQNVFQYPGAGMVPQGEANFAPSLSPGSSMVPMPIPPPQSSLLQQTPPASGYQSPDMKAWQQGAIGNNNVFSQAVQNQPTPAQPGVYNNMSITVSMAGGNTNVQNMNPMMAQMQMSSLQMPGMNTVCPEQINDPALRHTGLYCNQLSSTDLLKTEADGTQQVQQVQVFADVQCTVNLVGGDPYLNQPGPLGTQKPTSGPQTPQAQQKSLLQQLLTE
TRAIL sens C8 = caspase-8 TRAIL sensitization; NB7+C8 cells + TRAIL, ATPlite viability luminescence; inhibition (viability loss, TRAIL sensitization), % at 10 µM; 1% of 360,000 active; AID 624354;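 active = compounds causing at least 50% loss of cell viability in the single-dose screen, relative to plate controls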
TWEAK Fn14 block = inhibitors of TWEAK-Fn14 interaction signaling | 2% of 360,000 active | inhibition, % at 10 µM | TWEAK-stimulated Fn14 reporter cells, luciferase luminescence, 8 h; in the data active = inhibition above about 50%
TROY NFkB inh = inhibitors of TROY-dependent NF-kB signaling | inhibition, % at 10 µM | Q293 LMP1-TROYcd NF-kB luciferase reporter, 4 h | 0.98% of 360,000 active | AID 1347056;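 active = compounds whose plate-normalised and pattern-corrected inhibition of the luciferase reporter signal at the single screening dose is 50% or more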
An asterisk follows results filed as active; ? = inconclusive; / = no result given. Some of the compounds tested; the hit share may differ from the screen's.

SMILES	EBV LMP1 NFkB	NR5A2 inv ag	Shn3 3UTR inh	CF NFkB inh	NR2F2 inh	KKLEB cytotox	SRC3 inh	SRC1 inh	TRAIL sens C8	TWEAK Fn14 block	TROY NFkB inh
O=C(Nn1cnnc1)c1ccc(Cl)c(Cl)c1	2	-13	22	11	-2	-8	1	-34	-6	-23	21
O=C(CN(C(=O)c1csnn1)c1ccccc1C(F)(F)F)NC1CCCCC1	-13	23	11	-3	-8	6	-15	-8	4	8	7
CC(C)(C)OC(=O)N1CCC(NC(=O)c2nc[nH]c2C(=O)NCc2ccccc2)CC1	-1	-6	5	-16	8	-2	1	-4	1	-2	-25
COCCNC(=O)/C=C/c1c(Cl)cccc1Cl	-3	-9	-20	0	-8	-5	3	-7	-4	16	11
O=S(=O)(Nc1cccc(-c2nc3cccnc3s2)c1)c1ccc2c(c1)CCCC2	-5	-9	16	-13	-35	13	-17	1	4	0	31
FC(F)Oc1ccccc1C1CC(c2ccc(Br)s2)Nc2ncnn21 (stereo not drawn)	0	3	5	-3	2	1	24	19	-8	-3	5
O=C(COC(=O)c1cc(Br)ccc1O)Nc1cccnc1Cl	7	1	-1	15	-12	4	-7	1	-3	-6	-3
CCCC(=O)N(Cc1cc(=O)[nH]c2ccccc12)c1ccccc1C	-11	8	-8	-2	-11	6	-32	10	10	6	-4
Cc1ccc(C)c(Sc2ccc(NC(=O)CCN3C(=O)NC4(CCCC4)C3=O)cc2)c1	-1	-7	11	15	-7	-7	-28	-11	-3	30	32
Cc1ccc(O)c(N=NC2=C(O)CC(C)(C)CC2=O)c1	0	-54	62	-11	-38	14	-19	-43	63*	5	-34
Cc1cnc(NC(=O)CSc2ncc(-c3ccccc3)n2Cc2ccco2)s1	-6	7	-5	15	0	3	-4	-5	-2	5	2
CC(C)(C)c1ccc(OCCn2nc(C(=O)O)c3ccccc3c2=O)cc1	0	2	-5	-2	16	-28	6	-18	-12	22	30
CCCC(C)NC(=O)CN(Cc1ccco1)S(=O)(=O)c1ccccc1 (stereo not drawn)	0	4	9	-32	21	11	4	2	-10	13	11
COCCCNC(=S)Nc1ccccc1[N+](=O)[O-]	-3	12	15	1	-23	7	-1	2	3	10	5
COc1cc(-c2nc3ccc(C)cn3c2NCc2ccccc2)ccc1SC1CCCCC1	10	-25	65	18	18	5	5	-2	29	13	5
O=C(N[C@@H]1C/C=C\C[C@@H](CC(=O)N(CCO)Cc2ccccc2)C(=O)NCCOC1=O)OCC1c2ccccc2-c2ccccc21	-6	-6	30	5	/	2	3	-2	-4	-11	10
Cc1ccc(Cn2c(=O)c3ccccc3n3c(CCC(=O)NCCN4CCOCC4)nnc23)cc1	3	7	-5	-1	/	-14	-3	-11	-6	-10	1
Cc1ccc(S(=O)(=O)NCC(=O)Nc2ccc(C(F)(F)F)cc2)cc1	14	5	9	-23	-15	7	8	7	11	6	-4
O=C(Nc1ccc(Cl)cc1)Nc1nnc(CSCc2ccc(Cl)cc2)s1	?	15	53	46	-4	-24	3	3	36	50	33
Cc1cc(C(=O)OCC(=O)Nc2ccc(F)c(F)c2F)c(C)o1	-1	-7	17	10	-2	2	7	-4	-3	4	5
CCc1nc2ccc(C(=O)Nc3cc(-c4ccccc4)ccc3OC)cn2c1N(C)CCC(C)C	/	-20	-7	5	0	8	0	8	15	3	-9
O=C(CSc1ccc2nnc(-c3ccccn3)n2n1)Nc1ccc2c(c1)OCCO2	-5	-24	15	-8	-13	-8	-11	-31	-3	-36	-3
O=C(CN1CCC(C(=O)c2ccc3c(c2)OCCO3)CC1)NCc1ccccc1	10	-3	16	-10	-5	7	8	5	5	-3	15
Cc1ccccc1Cn1cc(S(=O)(=O)CC(=O)Nc2nccs2)c2ccccc21	10	4	33	-13	22	14	3	-5	19	30	29
COc1ccc(S(=O)(=O)N2CCC(O)(c3ccc(Cl)cc3)CC2)cc1	-2	8	13	-3	17	-1	-7	-9	3	6	26
COc1ccc(OC)c2c(N3CCN(C)CC3)cc(C(F)(F)F)nc12	-3	-1	1	12	5	-5	-2	-1	20	-4	14
CC(C)(C)c1ccc(C(=O)NCC(=O)N/N=C/c2cccnc2)cc1	-7	2	-14	0	19	3	-7	-20	10	40	4
COc1ccc(Cc2nnc(SC)n2-c2ccc(F)cc2)cc1OC	/	2	-3	-27	/	-7	10	6	-28	14	7
CC1CC2c3cccc(C(=O)O)c3C(=O)N2c2ccc(Cl)cc21 (stereo not drawn)	8	-6	0	-8	5	11	9	1	24	-8	9
Cc1noc(NS(=O)(=O)c2ccc(NC(=O)CS(=O)(=O)c3ccccc3)cc2)c1C	-1	2	-12	-22	-22	17	-27	-10	-14	14	0
Cn1c(=O)[nH]c(=O)c2c1nc(N1CCN(C(=O)c3ccco3)CC1)n2CCCSc1ncccn1	-4	15	8	7	-11	-7	4	5	4	14	15
Cc1cc(OC(=O)c2ccc(S(=O)(=O)N3CCOCC3)cc2)c([N+](=O)[O-])c(=O)[nH]1	2	-7	6	-6	6	-12	7	-12	-5	7	-9
C/C(=N\NC(=O)c1cc([N+](=O)[O-])cc([N+](=O)[O-])c1)c1ccco1	-10	-3	-6	-12	-6	10	-16	-13	1	-42	-4
S=C1NC2=C(CCCC2)C2(CCCCC2)N1	9	4	-14	-5	4	0	-11	-14	-6	8	47
CCC1(CC)C(=O)C2=C3C1[C@H](C(=O)OC)C=C(C(=O)OC)C[C@H]3[C@H]1C(=O)N(CC(=O)OC)C(=O)[C@H]1[C@H]2C (stereo partly drawn)	-9	-9	-6	7	7	0	-8	-8	-14	-6	11
CCOC(=O)c1sc2nc(Cc3ccc(Cl)cc3)[nH]c(=S)c2c1C	-7	9	1	6	-14	4	20	-4	-2	-18	-1
CCOC(=O)c1ccc(NC(=O)c2cc3c(s2)CCC3)cc1	-5	-22	-33	-16	-11	10	-38	-57	18	-16	-18
Cc1c(C(=O)O)oc2c1ccc1ccccc12	-7	6	-6	2	-11	-6	-42	-14	-5	2	-3
CCOC(=O)C1C(=O)CC(C)(O)C(C(=O)OCC)C1c1ccccc1 (stereo not drawn)	-3	9	-6	10	-26	-7	-11	-12	-6	-4	-8
COc1ccc(-c2cn(CCC(=O)O)c(-c3ccncc3)n2)cc1	4	23	-23	-6	7	6	7	9	5	21	-7
C/C(N)=C(/C#N)C(=O)COC(=O)c1ccc(C)c(S(=O)(=O)N2CCCCC2)c1	1	-1	16	0	4	4	16	-5	5	8	-2
CC1(C)CC2CC(C)(CN2C(=O)COC(=O)c2ccccc2C(F)(F)F)C1 (stereo not drawn)	-8	12	10	14	5	-11	1	-8	10	2	-23
CCCOC(=O)c1ccc(NC(=O)/C=C/c2cccs2)cc1	-3	-73	-33	-10	-21	0	-39	-66	-4	32	56*
CC(C)NC(=O)C1CCN(C2CCN(C(=O)c3cc4c(s3)CCCCC4)CC2)CC1	-1	-4	24	3	-12	-24	9	-18	-4	-3	15
COc1ccc(N2C(=O)CSC23C(=O)N2c4c(cccc43)C(C)=CC2(C)C)cc1 (stereo not drawn)	1	-4	24	16	10	-6	-9	-13	14	9	12
CCN(CC(=O)Nc1ccc(NC(C)=O)cc1)CC(=O)Nc1cccc2ccccc12	-2	-2	-12	14	-2	-7	9	9	-11	4	3
COc1cccc2[nH]c(=O)c(-c3ccccc3)cc12	-24	-98	-43	8	-31	5	83*	-61	27	-15	-65
CC(=O)OCC12COC3c4ccccc4OC(C)(CC1C)C3C2C (stereo not drawn)	12	-4	7	3	-1	-20	14	3	3	6	-8
c1csc(Cn2nnnc2CN2CCN(c3nc4ccccc4s3)CC2)c1	1	2	-5	2	14	4	7	1	0	20	-14
COc1cc2[nH]c(-c3ccc(C)cc3)cc(=O)c2cc1OC	3	-20	-12	1	-7	6	-30	-40	-10	-10	-54
COC(=O)c1c(C)[nH]c(O)c1C=Nc1ccc(Oc2ccccc2)cc1	5	-4	11	-7	-11	6	-16	-5	-4	-1	0
CCCCN(C)C(=O)c1cc2cc([N+](=O)[O-])cc(OC)c2oc1=O	-28	16	5	19	5	11	5	14	5	-7	-10
CCC(=O)Nc1ccnc(-c2cccnc2)n1	4	5	-41	11	9	-17	-15	-4	-4	5	5
CCOC(=O)C1CCCN(c2cc(=O)n(Cc3ccc(F)cc3)c(=O)[nH]2)C1 (stereo not drawn)	8	-4	-6	-8	-17	4	9	-3	-14	14	-1
CC1=C(C(=O)OCC2CCCO2)C(c2cccc(O)c2)NC(=O)N1 (stereo not drawn)	4	2	-1	-9	-12	7	-11	4	-13	4	-1
COc1cc(/C=C2/SC(=S)N(Cc3ccccc3)C2=O)ccc1O	13	10	3	4	-23	-6	-10	7	-1	-33	-13
Nc1nc2n(n1)C(c1ccc(F)cc1)CC(c1ccc(F)cc1)N2 (stereo not drawn)	5	14	-38	6	10	-5	13	-9	11	-11	8
NC(=O)COC(=O)c1ccccc1OCc1ccccc1	3	-6	5	-14	-3	9	2	8	-2	15	5
CC1=C(C(=O)N(C)C)CC(CC(=O)NCCCCc2ccccc2)C(=O)N1CCC1=CCCCC1 (stereo not drawn)	-10	-4	1	13	5	-10	4	-9	11	7	-6
O=C(CN1CCCCC1)Nc1ccc(S(=O)(=O)N2CCCCCC2)cc1	6	19	11	12	8	-4	1	6	-5	-1	7
The listing continues.
SMILES	EBV LMP1 NFkB	NR5A2 inv ag	Shn3 3UTR inh	CF NFkB inh	NR2F2 inh	KKLEB cytotox	SRC3 inh	SRC1 inh	TRAIL sens C8	TWEAK Fn14 block	TROY NFkB inh
O=C(Nc1ccc(Br)cc1)c1cc(S(=O)(=O)Nc2ccccn2)ccc1Cl	3	-2	10	4	9	-6	5	5	-2	-16	7
COc1ccc(/C=C/C(=O)OCC(=O)N2c3ccccc3CC2C)c(OC)c1 (stereo not drawn)	3	10	-1	6	16	0	5	6	-16	13	-16
Cc1cc(Nc2cccc(C(F)(F)F)c2)n2nc(C)nc2n1	-2	5	-9	-4	-9	11	8	6	-7	-2	-12
C=CCOC(=O)C1=C(C)Nc2nc3ccccc3n2C1c1ccncc1 (stereo not drawn)	-1	-15	1	11	-14	-2	26	8	-1	14	-15
CCN(c1ccccc1)S(=O)(=O)c1cc(C(=O)Nc2ccc(Br)cc2)ccc1F	6	31	74	1	65*	7	27	31	33	78*	41
O=S(=O)(NCc1cccnc1)c1cc(Cl)ccc1Cl	-3	7	-27	-9	/	-1	3	-1	6	-3	-11
Cc1nn(CCc2nn[nH]n2)c2nc(C(F)(F)F)cc(C(F)(F)F)c12	-12	5	-29	-5	-18	0	2	2	-14	-1	32
